Screening data: PubChem BioAssay, National Center for Advancing Translational Sciences (NCATS)
Tb PGK inh: qHTS Assay to Find Inhibitors of Phosphoglycerate Kinase; PGK/GAPDH coupled, Kinase-Glo luminescence, 60 min; Potency, µM (highest dose often 57.5 µM), without a hit: top-dose activity change, negative = inhibition, usual class: inhibitors; 380,000 tested, 0.043% active; also: % is scaled to controls: 0 for no effect and ±100 for the full control effect; nearly all actives have a fitted effect of over 60% in size
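Recombinant glycosomal PGK reaction used 1,3-bisphosphoglycerate generated in-well by GAPDH (100nM final) in 100mM TEA pH 7.6, 5mM MgCl2, 0.01% Tween-20. After 60 minutes at room temperature, ATP was read by Kinase-Glo Plus luminescence end-point.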
JMJD2A Tudor inh: qHTS Assay for Inhibitors of JMJD2A-Tudor Domain. 390,000 tested, 4.4% active. Potency, µM (top dose mostly 114 µM), inactives show top-dose activity change, negative = inhibition, usual class: inhibitors. Lysine-specific demethylase 4A (Homo sapiens), O75164. AlphaScreen JMJD2A-Tudor / H3K4me3 peptide binding; also: % is scaled to controls: 0 for no effect and ±100 for the full control effect; nearly all actives have a fitted effect of over 50% in size
TrxR1 inh: qHTS Assay for Inhibitors of Mammalian Selenoprotein Thioredoxin Reductase 1 (TrxR1): qHTS; Thioredoxin reductase 1, cytoplasmic (Rattus norvegicus), O89049; recombinant rTrxR1, NADPH fluorescence consumption, selenite substrate; Potency, µM (series often up to 114 µM), for inactives: top-dose activity change, negative = inhibition, actives largely listed as inhibitors; 390,000 tested, 1% active; AID 588453, 2011; also: % is scaled to controls: 0 for no effect and ±100 for the full control effect; nearly all actives have a fitted effect of over 65% in size
Target sequence (O89049 whole entry, looked up): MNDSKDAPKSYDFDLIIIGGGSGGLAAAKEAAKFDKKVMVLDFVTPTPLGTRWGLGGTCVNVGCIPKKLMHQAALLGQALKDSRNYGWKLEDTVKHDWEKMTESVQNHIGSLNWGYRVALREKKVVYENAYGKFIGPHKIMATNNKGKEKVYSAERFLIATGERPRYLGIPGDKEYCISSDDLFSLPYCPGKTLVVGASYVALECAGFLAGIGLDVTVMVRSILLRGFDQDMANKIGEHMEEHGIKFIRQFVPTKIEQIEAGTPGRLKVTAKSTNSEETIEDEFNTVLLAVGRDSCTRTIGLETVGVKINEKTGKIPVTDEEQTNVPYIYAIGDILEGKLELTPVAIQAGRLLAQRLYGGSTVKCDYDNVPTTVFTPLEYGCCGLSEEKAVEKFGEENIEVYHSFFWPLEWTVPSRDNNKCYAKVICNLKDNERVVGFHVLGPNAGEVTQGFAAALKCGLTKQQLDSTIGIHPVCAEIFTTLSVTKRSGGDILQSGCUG
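Rat TrxR1 (90 nM in the dispensed reagent) was pre-reduced with 400 uM NADPH for 5 min at room temperature, then incubated with compound for 15 min. After 400 uM selenite was added, NADPH fluorescence (Ex 340/Em 450 nm) was followed for 8 min.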
ALOX12 inh: Primary qHTS assay for inhibitors of human arachidonate 12S-lipoxygenase (ALOX12): Round 2. Potency, µM (series often up to 108 µM), without a hit: top-dose activity change, negative = inhibition, hits mostly inhibitors. purified 12hLO, xylenol orange hydroperoxide absorbance. 580,000 tested, 1.1% active; also: % is scaled to controls: 0 for no effect and ±100 for the full control effect
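Purified human 12hLO at 150 nM in 25 mM Hepes, 0.01% Triton X-100, pH 7.0, preincubated 15 min at room temperature with compound. Reaction started with 40 uM arachidonic acid, 30 min at room temperature. Hydroperoxide measured by Fe-xylenol orange, 573/405 nm absorbance ratio.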
ERG-DNA inh: qHTS for Small Molecule Inhibitors of the ERG Ets/DNA interaction. fluorescence polarization, His-ERG Ets domain / labelled DNA. 370,000 tested, 0.028% active. Transcriptional regulator ERG (Homo sapiens), P11308. Potency, µM (titrated, usually from 76.9 µM), inactives show at the highest dose FP activity, negative = inhibition, actives largely listed as inhibitors; active = well fitted inhibition curve with a large enough effect in the polarisation, with a control signal flat; inconclusive = small, poorly fitted or top-dose-only effect, or effect the other way, or a change in a side signal; inactive = no such curve, though single readings can be large or run the other way; the % refers to the polarisation;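 also: polarization taken with two DNA probes labelled with fluorescein and Texas red; % of control where 0% means no effect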
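His-tagged ERG Ets domain (1 uM in the protein solution; 300mM KCl, 50mM Tris-HCl, 1mM EDTA, 1mM DTT, pH 7.5) received compound, then a probe mix of 5 nM fluorescein-DNA and 100nM Texas-615-DNA. Fluorescence polarization was read for both dyes.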
GLS inhibitor: qHTS for Inhibitors of Glutaminase (GLS). Glutaminase kidney isoform, mitochondrial (Homo sapiens), O94925. GLS enzymatic activity, qHTS titration. Potency, µM (top dose mostly 45.5 µM), inactives show at the top dose activity change, negative = inhibition, actives largely listed as inhibitors. 410,000 tested, 0.21% active. AID 624170, 2012; also: % is scaled to controls: 0 for no effect and ±100 for the full control effect
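Human kidney-isoform GLS in 45 mM KH2PO4 pH 8.2, 0.02% Tween-20, with compound, started with 1mM L-Glutamine (added stock). Glutamate oxidase/HRP/Amplex red coupled fluorescence read at start and after 30 min at RT.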
Pin1 inh: qHTS Assay to Find Inhibitors of Pin1; 390,000 tested, 0.009% active; AID 504891, 2011; Potency, µM (highest dose often 115 µM), for the others: at the top dose activity, negative = inhibition, most hits filed as inhibitors; Pin1 FP peptide displacement, HiFluor488, 10 min; Peptidyl-prolyl cis-trans isomerase NIMA-interacting 1 (Homo sapiens), Q13526; active = well fitted inhibition curve with a large enough effect in the polarisation, with a control signal flat, not every such curve was filed as active; inconclusive = small, poorly fitted or top-dose-only effect, or effect the other way, or a change in a side signal; inactive = no such curve, though single readings can be large or run the other way; the % refers to the polarisation; also: % is scaled to controls: 0 for no effect and ±100 for the full control effect
Target sequence (Q13526 whole entry, looked up): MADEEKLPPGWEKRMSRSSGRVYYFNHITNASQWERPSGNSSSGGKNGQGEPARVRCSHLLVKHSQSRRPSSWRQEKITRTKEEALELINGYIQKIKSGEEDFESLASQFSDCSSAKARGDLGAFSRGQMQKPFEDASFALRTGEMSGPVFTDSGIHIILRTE
RGS4 inhibitor: Inhibitors of Regulator of G Protein Signaling (RGS) 4: qHTS; Regulator of G-protein signaling 4 (Homo sapiens), P49798; Transcreener GDP fluorescence polarization, RGS4-accelerated GTP hydrolysis; Potency, µM (titrated, usually from 114 µM), inactives show top-dose activity change, negative = inhibition, actives largely listed as inhibitors; 390,000 tested, 0.039% active; also: % is scaled to controls: 0 for no effect and ±100 for the full control effect; nearly all actives have a fitted effect of over 75% in size; some results filed as inactive show a strong effect at the top dose
Target sequence (P49798 whole entry, looked up): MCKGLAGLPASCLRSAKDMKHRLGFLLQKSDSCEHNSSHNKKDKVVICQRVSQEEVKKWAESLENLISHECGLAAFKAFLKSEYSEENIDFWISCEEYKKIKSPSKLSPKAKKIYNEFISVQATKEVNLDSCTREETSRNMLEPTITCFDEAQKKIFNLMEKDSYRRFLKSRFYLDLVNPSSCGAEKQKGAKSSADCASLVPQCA
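MLSMR compounds (23 nl, pin-transferred) preincubated 10 min at room temperature with a 500nM (2x) first reagent, then RGS4 at 900nM (2x) plus Transcreener GDP mix added; fluorescence polarization (620/688 nm) read before and after 90 min at 30 °C.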
HP1b binding inh: HTS for Inhibitors of HP1-beta Chromodomain Interactions with Methylated Histone Tails; AID 540317, 2011; Chromobox protein homolog 1 (Homo sapiens), P83916; 390,000 tested, 0.56% active; Potency, µM (titrated, usually from 114 µM), inactives show top-dose activity change, negative = inhibition, hits mostly inhibitors; AlphaScreen HP1-beta / biotin-H3K9me3 peptide binding; also: nearly all actives have a fitted effect of over 70% in size; inactives centre near 23
Target sequence (P83916 whole entry, looked up): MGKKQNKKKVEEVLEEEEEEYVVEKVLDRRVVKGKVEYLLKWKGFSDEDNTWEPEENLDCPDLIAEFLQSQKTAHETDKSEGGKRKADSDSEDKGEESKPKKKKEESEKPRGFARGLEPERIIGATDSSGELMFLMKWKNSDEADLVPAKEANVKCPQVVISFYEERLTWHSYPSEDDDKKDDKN
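HP1-beta protein (50 nM final) preincubated 30 min at room temperature with biotinylated H3(1-18)K9me3 peptide (50 nM) in PBS pH 7.4, 0.01% Tween-20, then compound added for 30 min. AlphaScreen streptavidin donor/nickel chelate acceptor beads (10 ug/mL final), 30 min dark, luminescence read.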
* = called active by the depositor; [ ] = remark or other dose. Unless noted, calls follow the shape of the dose curve; as a rule, active = well fitted curve in the direction sought with a large enough effect; inconclusive = small, poorly fitted or top-dose-only effect, or another doubt; inactive = no such curve, though single readings can be large; an effect the other way counts as inactive or inconclusive. Potency is read from the fitted curve at half-maximal effect. The list is partial, so the mix of outcomes need not match the whole.

`CN(C(=O)CSc1nc(N)cc(N)n1)C1CCS(=O)(=O)C1` (centres undefined) gave Tb PGK inh 4%, JMJD2A Tudor inh 0%, TrxR1 inh 24%, ALOX12 inh -5%, ERG-DNA inh 3%, GLS inhibitor -3%, Pin1 inh -2%, RGS4 inhibitor 3% and HP1b binding inh 25%.
`O=C(c1ccc(N2CCN(C(=O)c3ccc(F)cc3F)CC2)cc1)c1cccc(F)c1` gave Tb PGK inh -5%, JMJD2A Tudor inh 26%, TrxR1 inh 2%, ALOX12 inh 118%[activator], ERG-DNA inh -1%, GLS inhibitor 1%, Pin1 inh 12%, RGS4 inhibitor 2% and HP1b binding inh 49%[activator].
For Cc1ccc(C)c(NS(=O)(=O)c2cc(C(=O)NCc3ccco3)ccc2C)c1 the results were Tb PGK inh 4%, JMJD2A Tudor inh -27%, TrxR1 inh -2%[57.1 µM], ALOX12 inh inconclusive, ERG-DNA inh 6%, GLS inhibitor 1%, Pin1 inh -2%, RGS4 inhibitor -13% and HP1b binding inh 1%.
For COC(=O)CCCN1C(=O)NC(c2ccc(-c3ccccc3)cc2)C(C(=O)OCc2ccccc2)=C1C (centres undefined) the results were Tb PGK inh 5%, JMJD2A Tudor inh -17%, TrxR1 inh 33%, ALOX12 inh -8%, ERG-DNA inh 3%, GLS inhibitor 2%, Pin1 inh inconclusive, RGS4 inhibitor 12% and HP1b binding inh 9%.
`CS(=O)(=O)c1ccc2nc(NC(=O)c3ccc(NS(=O)(=O)c4ccc(F)c(F)c4)cc3)sc2c1` gave Tb PGK inh -4%, JMJD2A Tudor inh -10%, TrxR1 inh -5%, ALOX12 inh inconclusive, ERG-DNA inh -1%, GLS inhibitor 4%, Pin1 inh 88%[activator], RGS4 inhibitor 4% and HP1b binding inh 18%.
For CC1CCCCN1S(=O)(=O)c1ccc(NC(=O)c2cccc(-n3cnnn3)c2)cc1 (centres undefined) the results were Tb PGK inh -1%, JMJD2A Tudor inh 9%, TrxR1 inh 27%, ALOX12 inh 0%, ERG-DNA inh 0%, GLS inhibitor 1%, Pin1 inh inconclusive, RGS4 inhibitor -4% and HP1b binding inh 13%.
For COCc1cc(=O)n2[nH]cc(-c3ccccc3)c2n1 the results were Tb PGK inh inactive, JMJD2A Tudor inh inconclusive, TrxR1 inh -11%, ALOX12 inh 39%[activator], ERG-DNA inh 13%, GLS inhibitor -4%, Pin1 inh 2%, RGS4 inhibitor -29% and HP1b binding inh 38%.
`Cc1cc(Oc2ccccc2)nc(N)n1` gave Tb PGK inh -8%, JMJD2A Tudor inh -16%, TrxR1 inh 12%, ALOX12 inh 20%, ERG-DNA inh 6%, GLS inhibitor 1%, Pin1 inh -1%, RGS4 inhibitor -10% and HP1b binding inh 18%.
`CCN1CCCC1CNc1ncnc2c1[nH]c1ccc(F)cc12` (centres undefined) gave Tb PGK inh 0%, JMJD2A Tudor inh -10%, TrxR1 inh 1%, ALOX12 inh 12%, ERG-DNA inh 1%, GLS inhibitor 24%, Pin1 inh 8%, RGS4 inhibitor 4% and HP1b binding inh 17%.
Screening Cc1[nH]c(=O)[nH]c(=O)c1S(=O)(=O)N1CCOCC1 returned Tb PGK inh -1%, JMJD2A Tudor inh -9%, TrxR1 inh -4%, ALOX12 inh 27%, ERG-DNA inh -1%, GLS inhibitor 17%, Pin1 inh 2%, RGS4 inhibitor 26% and HP1b binding inh 33%.
`COc1ccc(OC(=O)C(C)N2C(=O)c3ccccc3C2=O)cc1` (centres undefined) gave Tb PGK inh inactive, JMJD2A Tudor inh 3%, TrxR1 inh -49%, ALOX12 inh -5%, ERG-DNA inh -2%, GLS inhibitor -6%, Pin1 inh 1%, RGS4 inhibitor -50% and HP1b binding inh 58%[activator].
COc1cccc(-n2c(SCC(=O)Nc3ccc4c(c3)OCO4)nc3c([nH]c4ccccc43)c2=O)c1 was read as Tb PGK inh -4%, JMJD2A Tudor inh -19%, TrxR1 inh 22%[57.1 µM], ALOX12 inh -26%, ERG-DNA inh 3%, GLS inhibitor 0%, Pin1 inh 16%, RGS4 inhibitor -17% and HP1b binding inh 8%[57 µM].
For CCOC(=O)/C(C#N)=C1/C(=O)N(Cc2ccccc2)c2ccccc21 the results were Tb PGK inh -14%, JMJD2A Tudor inh 25µM*, TrxR1 inh -8%[57.1 µM], ALOX12 inh inconclusive, ERG-DNA inh -1%, GLS inhibitor inconclusive, Pin1 inh 0%, RGS4 inhibitor inconclusive and HP1b binding inh 14µM*.
`CC1(C)CN(c2ccc(CC#N)cc2)C1=O` gave Tb PGK inh 3%, JMJD2A Tudor inh -5%[11.4 µM], TrxR1 inh 8%[57.1 µM], ALOX12 inh -1%, ERG-DNA inh 1%, GLS inhibitor 5%, Pin1 inh 2%, RGS4 inhibitor -9% and HP1b binding inh 35%.
For CCCCCCNC(=O)CSc1nccn1Cc1ccccc1 the results were Tb PGK inh inactive, JMJD2A Tudor inh -2%, TrxR1 inh 23%, ALOX12 inh 12%, GLS inhibitor -2%, Pin1 inh 1%, RGS4 inhibitor -15% and HP1b binding inh 23%.
For N#Cc1c(SCC(=O)O)nc(-c2ccccc2)c2c1CCCC2 the results were Tb PGK inh 7%, JMJD2A Tudor inh 0%, TrxR1 inh -6%, ALOX12 inh 0%, ERG-DNA inh 8%, GLS inhibitor 25%, Pin1 inh -2%, RGS4 inhibitor -5% and HP1b binding inh 32%.
O=[N+]([O-])c1cccc(COc2ncnc3cc([N+](=O)[O-])ccc23)c1 was read as Tb PGK inh -6%, JMJD2A Tudor inh inconclusive, TrxR1 inh -13%, ALOX12 inh -6%, ERG-DNA inh 3%, GLS inhibitor 0%, Pin1 inh -1%, RGS4 inhibitor 2% and HP1b binding inh 7%.
For CC(C)(C)c1cc(CCC(=O)N2CCCC2)cc(C(C)(C)C)c1O the results were Tb PGK inh 1%, JMJD2A Tudor inh -3%, TrxR1 inh -2%, ALOX12 inh -5%, ERG-DNA inh 6%, GLS inhibitor -23%, Pin1 inh 0%, RGS4 inhibitor 17% and HP1b binding inh 16%.
For NS(=O)(=O)c1ccc(NC(=S)Nc2ccc(S(=O)(=O)N3CCCC3)cc2)cc1 the results were Tb PGK inh 6%, JMJD2A Tudor inh -15%, TrxR1 inh inconclusive, ALOX12 inh 5%, ERG-DNA inh -10%, GLS inhibitor 9%, Pin1 inh 1%, RGS4 inhibitor 6% and HP1b binding inh 6%.
For COc1ccc(-c2nnc(N(C)C(=O)c3ccno3)s2)cc1 the results were Tb PGK inh -4%, JMJD2A Tudor inh -13%, TrxR1 inh 0%, ALOX12 inh -3%, ERG-DNA inh 7%, GLS inhibitor 14%, Pin1 inh 7%, RGS4 inhibitor -6% and HP1b binding inh 84%[activator].
Screening CN(C)C(=O)c1cn(N(C)c2ncc(C(F)(F)F)cc2Cl)c(=O)c2ccccc12 returned Tb PGK inh -1%, JMJD2A Tudor inh -1%, TrxR1 inh 7%, ALOX12 inh 141%[activator], ERG-DNA inh -2%, GLS inhibitor -1%, Pin1 inh 5%, RGS4 inhibitor -12% and HP1b binding inh 19%.
C=CCNC(=O)C1CCCN(S(=O)(=O)c2ccc(-n3cnnn3)cc2)C1 (centres undefined) was read as Tb PGK inh 0%, JMJD2A Tudor inh -11%, TrxR1 inh 17%, ALOX12 inh 6%, ERG-DNA inh 22%, GLS inhibitor 9%, Pin1 inh -4%, RGS4 inhibitor 15% and HP1b binding inh -20%.

No new results follow: entries from further up.
`CN(C(=O)CSc1nc(N)cc(N)n1)C1CCS(=O)(=O)C1` (centres undefined) gave Tb PGK inh 4%, JMJD2A Tudor inh 0%, TrxR1 inh 24%, ALOX12 inh -5%, ERG-DNA inh 3%, GLS inhibitor -3%, Pin1 inh -2%, RGS4 inhibitor 3% and HP1b binding inh 25%.
`O=C(c1ccc(N2CCN(C(=O)c3ccc(F)cc3F)CC2)cc1)c1cccc(F)c1` gave Tb PGK inh -5%, JMJD2A Tudor inh 26%, TrxR1 inh 2%, ALOX12 inh 118%[activator], ERG-DNA inh -1%, GLS inhibitor 1%, Pin1 inh 12%, RGS4 inhibitor 2% and HP1b binding inh 49%[activator].
For Cc1ccc(C)c(NS(=O)(=O)c2cc(C(=O)NCc3ccco3)ccc2C)c1 the results were Tb PGK inh 4%, JMJD2A Tudor inh -27%, TrxR1 inh -2%[57.1 µM], ALOX12 inh inconclusive, ERG-DNA inh 6%, GLS inhibitor 1%, Pin1 inh -2%, RGS4 inhibitor -13% and HP1b binding inh 1%.
